miR-122 sensor = blocks miR-122 activity in Huh7 sensor cells | Huh7 miR-122 Renilla luciferase sensor, 48 h; neutral wells = 0, positive control = 100 | activation (reporter increase), % at 12.5 µM | 340,000 compounds, 0.3% hits | AID 602342;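 active means mean replicate activation score at least 90 and every replicate individually at or above 90; inconclusive means only one of the two criteria met; inactive means neither criterion met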;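 further: higher luciferase means less miR-122 activity so hits act as miR-122 inhibitors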
DENV2 CPE rescue = protects cells from dengue virus 2 cytopathic effect; 350,000 compounds, 1.7% hits; CPE inhibition, % at 9.99 µM; DENV2-infected cells, cytopathic effect rescue, plate reader; in the data active means CPE inhibition above about 20%, passing the limit was not always enough; inconclusive means no clear call, values can overlap the other calls; tested in BHK-21 cells;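 further: 0% = median of neutral control wells and 100% = median of positive control wells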
EWS-Fli block = EWS/Fli transcriptional activity inhibition; A673 NR0B1-luciferase reporter, viability-normalised; 350,000 compounds, 0.67% hits; inhibition, % at 12.6 µM;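 active means mean inhibition of at least 50% after viability correction, with every replicate also passing that limit; inconclusive means mean reaches 50% but only one of two replicates passes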;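 further: firefly luciferase signal divided by Alamar Blue viability fluorescence both relative to DMSO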
F508del corr = correctors of CFTR F508del function in bronchial epithelial cells; CFBE cells, YFP halide quenching; stimulated with forskolin plus potentiator P3; % fluorescence drop versus neutral controls; activity (quench increase), % at 7.58 µM; 350,000 compounds, 0.36% hits;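 active means mean added fluorescence quench of at least 8% versus neutral control, with both replicates also reaching 8%; inconclusive means only one of the mean or replicate conditions met; inactive means mean below 8% and not both replicates reaching 8%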;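 further: cells transiently co-express mutant CFTR-F508del with the halide-sensitive YFP; corrector assay measuring rescue of mutant channel to the surface after 24 h compound exposure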
INS-1E GSIS act = primary screen for activators of insulin secretion dependent on glucose, INS-1E cells, GLuc reporter luminescence. 370,000 compounds, 0.61% hits. INS-1E GLuc reporter insulin secretion, 2-3 h. activation, % at 16.6 µM;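 active means lowest replicate activation of at least 40%, so every replicate reaches that level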;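 further: 0% = median of neutral control wells and 100% = median of IBMX positive control wells; some compounds called inactive have numbers as strong as hits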
FN deposit inh = fibronectin deposition inhibition; AH1F fibroblasts, Alexa488-fibronectin deposition fluorescence, overnight; inhibition, % at 12.6 µM; 350,000 compounds, 0.086% hits;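 active means mean inhibition across replicates of 30% or more, regardless of how many single replicates reach that level; inconclusive means mean under 30% yet at least half of replicates reach 30%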;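 further: positive control wells lacked labelled fibronectin entirely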
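material = AH1F fibroblast monolayer depositing Alexa488-labelled fibronectin into matrix | amount = 10000 AH1F cells/well | buffer or medium = DMEM plus 2% serum, read in PBS | incubation = 1 h cell adhesion before compound, then overnight fibronectin incubation | detection = fluorescence at 485 nm excitation, 525 nm emission | evaluation = percent inhibition as loss of matrix-bound fibronectin fluorescence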
PAX8 inh HTS = lowers PAX8-driven luciferase in RMG-I cells. RMG-I TPO-luciferase reporter, SteadyGlo, 24 h. inhibition, % at 12.6 µM. 360,000 compounds, 1.2% hits;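 active means mean replicate inhibition at least 60% with every replicate also reaching 60%; inconclusive means only one of the two criteria is met; inactive means mean below 60% and not all replicates reaching 60%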;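 further: luciferase light reporting Pax8 driven TPO promoter activity; plate controls were median of neutral control wells for no effect and mitoxantrone controls for full effect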
* hit, by the source's call; ? = inconclusive; / = not tested or not shown; & = joins results of further samples; ! = not confirmed by another sample; [ ] = another dose, or the depositor's remark.

Every second line gives: miR-122 sensor	DENV2 CPE rescue	EWS-Fli block	F508del corr	INS-1E GSIS act	FN deposit inh	PAX8 inh HTS
- C=CC[C@H](CC(=O)N[C@H](CO)Cc1ccccc1)C(=O)N[C@@H](COC(=O)[C@@H](CC=C)CC(=O)OC(C)(C)C)Cc1c[nH]c2ccccc12
 : -7	-11	5	-3.0	-9	-3	27
- CN(C(=O)Nc1ccc(Cl)cc1)c1c2c(nn1C)CCCC2
 : -9	/	/	/	/	13	1
- NNC(=O)C(Cc1c[nH]c2ccccc12)NC(=O)c1ccccc1 (stereo not drawn)
 : /	-5	3	0.8	0	-1	13
- CCCCCCCN1C(Nc2ccccc2)=NC[C@@H]1Cc1ccccc1
 : 2	3	20	2.4	-20	-2	1
- COc1cc2ncnc(NCc3ccccc3F)c2cc1OC
 : -2	2	16	5.8	10	11	3
- COc1ccc(NC(=O)Nc2ccc3c(c2)[C@H]2C[C@@H](CC(=O)NCc4ccccn4)O[C@H](CO)[C@H]2O3)cc1
 : -4[16.7 µM]	0	-3	2.4	3	/	-4
- C[C@H]1CCCCO[C@H](CN(C)S(=O)(=O)c2ccc(Cl)cc2)[C@@H](C)CN([C@@H](C)CO)C(=O)c2cc(NS(=O)(=O)c3ccc(Cl)cc3)ccc2O1
 : 0[16.7 µM]	-2	9	2.6	27	12	83*
- O=C1CC(c2ccsc2)c2cc3c(cc2N1)OCCO3 (stereo not drawn)
 : -3	-1	-3	4.0	8	4	-34
- Cc1ccccc1OCc1nc2ccc(S(=O)(=O)N3CCOCC3)cc2[nH]1
 : 12	/	/	/	/	0	6
- OCC[C@@H]1C[C@@H](O)[C@H](O)[C@@]2(Cc3ccccc3O2)O1
 : 1	8	-8	-1.6	7	-5	-9
- CCCCN(C)C(=O)c1oc2ccc(S(=O)(=O)N3CCCCCC3)cc2c1C
 : -2	/	/	/	-31	1	/
- C[C@H](CO)N1C[C@H](C)[C@@H](CN(C)Cc2ccccc2)Oc2ncc(Br)cc2C1=O
 : 11[16.7 µM]	8	10	-1.6	4	/	/
- CCc1ccc(NS(=O)(=O)c2ccc3c(c2)CCN3C(=O)CCC(=O)O)cc1
 : 11	-5	-11	-0.9	-24	12	10
- CC(=NN1CC(=O)NC1=O)c1ccc([N+](=O)[O-])o1
 : -4	-10	1	-0.8	-9	-3	15
- CCOC1=NN(c2ncc(C(F)(F)F)cc2Cl)C(=O)/C1=C/N(C)C
 : -7	4	0	0.6	3	-4	2
- CC1(C(=O)NS(=O)(=O)c2cccc(C#N)c2)CCN1C(=O)CCC1CCCC1 (stereo not drawn)
 : -5	?	7	-0.5	10	-2	-17
- COc1ccc(NC(=O)Nc2cccc3c2O[C@@H](CN(C)Cc2ccc4c(c2)OCO4)[C@@H](C)CN([C@@H](C)CO)C3=O)cc1
 : 12[16.7 µM]	2	/	-1.2	2	/	-22
- CCn1c(=O)c2sccc2n(Cc2cc(C(=O)OC)ccc2OC)c1=O
 : 20	-2	19	3.1	10	2	-19
- CN1C(=O)c2cc(NC(=O)Nc3ccccc3F)ccc2OC[C@H]2O[C@@H](CC(=O)NCc3ccc(-c4ccccc4)cc3)CC[C@H]21
 : -28[16.7 µM]	48*	-6	-1.6	9	-9	5
- C[C@@H]1CN([C@H](C)CO)C(=O)c2cc(NS(=O)(=O)c3ccccc3)ccc2O[C@@H](C)CCCCO[C@H]1CN(C)C(=O)Nc1ccc(C(F)(F)F)cc1
 : -18[16.7 µM]	10	32	-0.1	-9	0	43

Given as labelled records: entries from further up
> COc1ccc(NC(=O)Nc2cccc3c2O[C@@H](CN(C)Cc2ccc4c(c2)OCO4)[C@@H](C)CN([C@@H](C)CO)C3=O)cc1
  miR-122 sensor: 12[16.7 µM]
  DENV2 CPE rescue: 2
  EWS-Fli block: /
  F508del corr: -1.2
  INS-1E GSIS act: 2
  FN deposit inh: /
  PAX8 inh HTS: -22

> CCn1c(=O)c2sccc2n(Cc2cc(C(=O)OC)ccc2OC)c1=O
  miR-122 sensor: 20
  DENV2 CPE rescue: -2
  EWS-Fli block: 19
  F508del corr: 3.1
  INS-1E GSIS act: 10
  FN deposit inh: 2
  PAX8 inh HTS: -19

(more compounds)
Every second line gives: miR-122 sensor	DENV2 CPE rescue	EWS-Fli block	F508del corr	INS-1E GSIS act	FN deposit inh	PAX8 inh HTS
- CN1c2ccc(Br)cc2[C@@H]2[C@@H](CCN2C(=O)Nc2ccc(F)cc2)[C@H]1CO
 : -1[16.7 µM]	-4	4	3.0	-12	-4	-8
- CC(C)(C)NC(=O)CCN(/N=C/c1ccc([N+](=O)[O-])o1)C1=NS(=O)(=O)c2ccccc21
 : -1	-3	12	/	-6	12	19
- CCOC(=O)Cc1[nH]nc2c1C(c1ccoc1)C(C#N)=C(N)O2 (stereo not drawn)
 : -1	-13	/	/	6	/	/
- C[C@H](CO)N1C[C@H](C)[C@H](CN(C)CC2CCCCC2)Oc2ccc(NC(=O)c3ccncc3)cc2C1=O
 : -5[16.7 µM]	-6	-5	-2.0	14	2	-6
- CCCCNS(=O)(=O)c1ccc(S(=O)(=O)n2cnc3ccccc32)cc1
 : -3	-3	-6	0.0	3	/	/
- COc1ccccc1C(=O)N/C(=C/c1ccccc1)C(=O)NC(CCSC)C(=O)O (stereo not drawn)
 : /	/	7	-3.7	11	/	/
- COc1ccc(CN(C)C[C@H]2Oc3c(NS(=O)(=O)c4ccc(C)cc4)cccc3C(=O)N([C@@H](C)CO)C[C@@H]2C)cc1
 : 15[16.7 µM]	-8	-2	4.5	-9	/	-16
- O=C(Cc1ccncc1)NCC[C@@H]1CC[C@H](NC(=O)Nc2ccc(F)cc2)[C@@H](CO)O1
 : /	-2	4	-2.2	-2	/	-3
- C/C(=N\NS(=O)(=O)c1ccccc1)c1ccc2c(c1)OCO2
 : 6	2	-14	0.8	5	7	4
- CCN(CC)S(=O)(=O)c1cc(NC(=O)CNc2c(C)n(C)n(-c3ccccc3)c2=O)ccc1C
 : -1	-3	1	-0.5	-33	-11	-94
- O=C(CSc1n[nH]c(=O)[nH]c1=O)NC1CC1
 : /	-4	-15	-0.2	2	7	4
- COc1ccc(C2C3=C(CC(C)(C)CC3=O)Oc3ncn(Cc4ccco4)c(=N)c32)cc1 (stereo not drawn)
 : 0	/	/	/	-9	19	/
- N#C[C@@H]1[C@@H](c2ccc(C3=CCCC3)cc2)[C@@H](CO)N1C(=O)C1CCC1
 : /	-5	9	-0.5	26	12	-6
- CCc1cccc(CC)c1NC(=O)COC(=O)c1cccc(S(=O)(=O)N2CCc3ccccc3C2)c1
 : /	/	17	/	/	2	-5
- C[C@@H]1CCCCO[C@@H](CN(C)S(=O)(=O)c2ccc(Cl)cc2)[C@H](C)CN([C@H](C)CO)C(=O)c2cc(NC(=O)CCCN(C)C)ccc2O1
 : 3[16.7 µM]	-15	-9	-1.9	14	/	11
- CC(CS(=O)(=O)c1ccc2c(c1)NC(=O)CS2)C(=O)N1CCN(c2cccc(Cl)c2)CC1 (stereo not drawn)
 : -1	-1	/	2.1	-6	-13	30
- CSC1=NC(NCCCO)c2c(sc3c2CC(C)(C)OC3)N1 (stereo not drawn)
 : -3	/	/	/	/	-7	13
- CC(=O)Nc1ccc2nc(SCC(=O)N3CCOCC3)sc2c1
 : /	-7	-16	-1.9	2	-7	-7
- Cc1c(NC(=O)c2ccco2)cccc1C(=O)NN1C(=O)c2ccccc2C1=O
 : 17	/	10	-3.8	-8	0	-4
- CCN(CC)CCN1CNC(=S)N(c2ccccc2OC)C1
 : -4	5	12	-1.1	9	-2	-20
- CCOC(=O)CCC(=O)N1CCNC(=O)C1
 : -4	?	0	-1.3	11	-6	-5
- Cc1c(NC(=O)c2cc(=O)[nH]c3ccccc23)c(=O)n(-c2ccccc2)n1C
 : 0	/	/	/	/	5	-3
- CN1C(=O)c2cc(NC(=O)c3cccc(C(F)(F)F)c3)ccc2OC[C@H]2O[C@H](CC(=O)NCCN3CCCC3)CC[C@@H]21
 : 12[16.7 µM]	2	-2	-4.1	12	18	-16
- Cc1cccc(-n2c(N)c(-c3nc4ccccc4n3C)c3nc4ccccc4nc32)c1
 : /	/	/	/	15	2	14
- C#CCN1C(=O)C2(OCCO2)c2ccccc21
 : -1	0	8	1.5	2	4	4
- CC1CC(C)CN(CCCNC(=O)Cn2ncc3c([nH]c4ccccc43)c2=O)C1 (stereo not drawn)
 : 7	6	14	-2.0	13	19	0
- COCC(=O)Nc1ccc2c(c1)C(=O)N(C)C[C@@H](OC)[C@H](C)CN(C(=O)c1ccccn1)[C@@H](C)CO2
 : /	9	-5	2.0	5	0	3
- C[C@H]1CN([C@@H](C)CO)C(=O)c2cc(C#CCN(C)C)cnc2O[C@H]1CN(C)Cc1ccccc1F
 : -2[16.7 µM]	8	8	/	8	4	-1
- Cc1cccc(NC(=O)c2cccnc2)c1C
 : 2	3	-1	-0.7	25	3	-11
- O=C1OC(c2ccccc2)=N/C1=C\N1CCCCC1
 : -2	1	-99	-3.0	4	/	/
- C/C(=N\NC(=O)c1nonc1N)c1cccs1
 : 3	/	-13	3.8	/	6	40
- C=CCn1cc(C(=O)N2CCc3ccccc3C2)c(=O)c2cc(S(=O)(=O)N(CC)CC)ccc21
 : ?	/	/	/	-6	-1	11
- Cc1oc2ccc(NS(=O)(=O)c3ccc(F)cc3)cc2c1C(=O)O
 : /	12	-15	-2.3	13	-1	-5
- CN(Cc1ccccc1)S(=O)(=O)c1ccc2c(c1)n(C)c(=O)n2C
 : 16	/	/	/	/	3	2
- C[C@H](CO)N1C[C@H](C)[C@@H](CN(C)Cc2ccc(Cl)c(Cl)c2)Oc2c(NC(=O)c3ccncc3)cccc2C1=O
 : 106*![16.7 µM]	-2&6	9&-12	0.7&-0.5	-34	17	11&26
- CCCn1cnc2c(SCc3ccccc3F)nc(N)nc21
 : -3	3	-66	1.9	5	/	-97
- C[C@H](CO)N1C[C@H](C)[C@H](CN(C)S(=O)(=O)c2ccc(Cl)cc2)Oc2c(NS(C)(=O)=O)cccc2C1=O
 : 11[16.7 µM]	14	-4	1.1	17	/	/
- COc1ccc(S(=O)(=O)Nc2ccc3c(c2)C(=O)N([C@@H](C)CO)C[C@H](C)[C@H](CN(C)C(=O)Nc2cccc4ccccc24)OCCCC[C@@H](C)O3)cc1
 : /	-10	/	-2.1	1	/	4
- CCN(CC)C(=O)C1=C(C)N(CCCN2CCCC2=O)C(=O)C(CC(=O)NC2CCCC2)C1 (stereo not drawn)
 : -3	10	-4	0.8	-4	12	-24
- O=C(O)CCCCOn1ccnc1
 : 4	-6	-1	0.4	-2	1	25
- O=C(CSc1nc2ccccc2c(=O)n1-c1ccccc1F)N1CCOCC1
 : -9	4	-2	0.9	23	1	/
- Cc1cc(C(=O)OC(C)C(=O)Nc2cccc(Cl)c2)on1 (stereo not drawn)
 : -3	3	4	2.2	-16	-5	12
- COc1ccc(-n2c(SC(C)C(=O)Nc3ncc(Cl)cc3Cl)nc3ccccc32)cc1 (stereo not drawn)
 : 19	/	/	/	-22	3	39
- COc1ccc(-c2ocnc2C(=O)N2CCN(Cc3cccnc3)CC2)cc1
 : /	4	-2	-1.6	/	-14	3

Source: PubChem (Broad Institute)
